Assay outcomes: PubChem BioAssay, several laboratories
M. tuberculosis GlmU: inhibition of mycobacterial GlmU enzyme – biochemical, glucosamine-1-phosphate acetyltransferase (AID 1376); M. tuberculosis GlmU acetyltransferase enzyme assay; higher % means a stronger effect; inhibition, %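 (tested at 30 µM in the primary screen)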, or IC50 in µM where a hit was titrated; 0.25% of 220,000 active; in the data active means inhibition above about 13%; inconclusive means no clear call, values can overlap the other calls;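 further: 0% = complete reaction with vehicle and 100% = reaction without substrate; strong numbers were not always called active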
RmlCD inh 1536: blocks M. tuberculosis RmlC and RmlD coupled enzymes; AID 1533; 0.03% of 160,000 active; RmlC+RmlD coupled enzyme assay, percent inhibition; primary screen in compound mixtures; inhibition, % at 3.6 µM; P9WH09+P9WH11; in the data active means inhibition mostly above about 34%, no sharp cut-off; inconclusive means no clear call, values can overlap the other calls; inactive means mostly below about 22%; further: some results filed as inactive read as strong as hits
Target sequence (P9WH09 whole entry, looked up): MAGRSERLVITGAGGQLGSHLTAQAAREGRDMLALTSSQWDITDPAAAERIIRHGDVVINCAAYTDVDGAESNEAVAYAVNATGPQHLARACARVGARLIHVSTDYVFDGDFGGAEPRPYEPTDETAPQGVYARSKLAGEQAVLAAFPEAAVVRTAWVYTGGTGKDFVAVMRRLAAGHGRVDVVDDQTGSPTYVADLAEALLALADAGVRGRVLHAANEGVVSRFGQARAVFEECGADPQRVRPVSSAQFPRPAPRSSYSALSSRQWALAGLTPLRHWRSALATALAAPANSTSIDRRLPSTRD
Target sequence (P9WH11 whole entry, looked up): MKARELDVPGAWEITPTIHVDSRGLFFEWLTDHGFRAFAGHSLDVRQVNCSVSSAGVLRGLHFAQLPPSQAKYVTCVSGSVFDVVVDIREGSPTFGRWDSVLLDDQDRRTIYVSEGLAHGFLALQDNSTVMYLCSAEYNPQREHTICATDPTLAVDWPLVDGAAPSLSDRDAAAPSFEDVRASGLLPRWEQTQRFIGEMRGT
An asterisk follows results filed as active.

How did CC(C)NC(=O)c1ccccc1NC(=O)Cc1ccc([N+](=O)[O-])cc1 do in these assays?
M. tuberculosis GlmU: -3.7%; RmlCD inh 1536: 5.7

Results for Cc1ccc2nc(/C(C#N)=C\c3ccc(Oc4ccc(C(F)(F)F)cc4[N+](=O)[O-])cc3)[nH]c2c1 ?
M. tuberculosis GlmU: 4.8%; RmlCD inh 1536: 6.0

What do the screens show for `COc1ccc(/C=N/Nc2nonc2N)c(OC)c1`?
M. tuberculosis GlmU: -4.6%; RmlCD inh 1536: 26.5

Results for COc1ccccc1N1CCN(C2CC(=O)N(C)C2=O)CC1 (stereo unspecified) ?
M. tuberculosis GlmU: -2.0%; RmlCD inh 1536: 3.8

How did CC1(C)CC(=O)c2c(nc(SCC(=O)Nc3nsc(-c4ccccc4)n3)c(C#N)c2-c2ccccc2)C1 do in these assays?
M. tuberculosis GlmU: 1.8%; RmlCD inh 1536: 1.9

What do the screens show for `CCc1cccc(NC(=S)N(CCN(C)C)C(C)c2ccncc2)c1` (stereo unspecified)?
M. tuberculosis GlmU: -2.0%; RmlCD inh 1536: 4.8

What do the screens show for `CCc1nc(N2CCCC2C(=O)O)c2oc3ccccc3c2n1` (stereo unspecified)?
M. tuberculosis GlmU: -2.9%

What do the screens show for `COc1cc(NC(=O)c2ccc([N+](=O)[O-])cc2)c(OC)cc1NC(=O)CC(C)C`?
M. tuberculosis GlmU: 5.1%; RmlCD inh 1536: -5.7

What do the screens show for `c1ccc(-n2ncc3c(NCc4ccccn4)ncnc32)cc1`?
M. tuberculosis GlmU: -3.5%; RmlCD inh 1536: 1.2

How did CCN(CC)c1ccc(-c2c(C#N)c(N)nc(OC)c2C#N)cc1 do in these assays?
M. tuberculosis GlmU: -0.5%; RmlCD inh 1536: 8.3

What do the screens show for `COc1ccccc1NC(=O)N(Cc1ccco1)Cc1cc2cccc(C)c2[nH]c1=O`?
M. tuberculosis GlmU: -0.1%; RmlCD inh 1536: 6.1

How did Cc1ccc(NC(=O)C2C(=O)N(CCO)C3(C)CC2c2ccccc2O3)cc1 (stereo unspecified) do in these assays?
M. tuberculosis GlmU: 3.3%; RmlCD inh 1536: inconclusive

How did O=C(Nc1nc2cc3c(cc2s1)OCO3)c1ccco1 do in these assays?
M. tuberculosis GlmU: -0.4%

What do the screens show for `Cc1cc(C)c(OCC(=O)Nc2ccccc2N2CCOCC2)c(C)c1`?
M. tuberculosis GlmU: 1.6%

How did C/C=C(/C)C(=O)O[C@@H]1[C@H](OC(C)=O)c2c(ccc3ccc(=O)oc23)OC1(C)C do in these assays?
M. tuberculosis GlmU: -6.2%

Results for CCOC(=O)c1c(C)n(Cc2ccccc2)c2ccc(OCC(O)Cn3nc(C)nc3C)cc12 (stereo unspecified) ?
RmlCD inh 1536: 8.2

What do the screens show for `COc1ccc(/C=C/C(=O)NC(=S)NNC(=O)c2cc(OC)c(OC)c(OC)c2)cc1`?
M. tuberculosis GlmU: 3.9%; RmlCD inh 1536: 5.4

How did CCOC(=O)c1csc(NNC=O)n1 do in these assays?
M. tuberculosis GlmU: 3.2%

What do the screens show for `Cc1ccc(C)c(NC(CC(=O)c2ccccc2)C(=O)OCC(=O)c2cccs2)c1` (stereo unspecified)?
M. tuberculosis GlmU: 2.2%; RmlCD inh 1536: 7.8

What do the screens show for `CCOc1cc(C2c3c(oc4cc(C)c(Cl)cc4c3=O)C(=O)N2Cc2ccco2)ccc1O` (stereo unspecified)?
M. tuberculosis GlmU: 5.6%; RmlCD inh 1536: 11.6

Results for O=C(Nc1ccc(NC(=O)c2ccco2)nc1)c1cccnc1 ?
M. tuberculosis GlmU: 0.4%; RmlCD inh 1536: -7.3

What do the screens show for `O=c1[nH]cnc2sc3c(c12)CCCCC3`?
M. tuberculosis GlmU: -1.0%; RmlCD inh 1536: 5.7

Results for CCOc1ccc(C(CC(=O)O)NC(=O)c2ccco2)cc1OC (stereo unspecified) ?
M. tuberculosis GlmU: -2.8%; RmlCD inh 1536: 4.0

What do the screens show for `CCN1CCc2nc(NC(=O)c3ccccc3)sc2C1`?
RmlCD inh 1536: 20.0

Results for O=C1CCCC/C1=C/Nc1ccc(S(=O)(=O)Nc2ncccn2)cc1 ?
M. tuberculosis GlmU: 0.5%

What do the screens show for `COc1nccc(C(F)(F)F)c1C(=O)NC(=O)Nc1c(C)cccc1C`?
RmlCD inh 1536: 4.5

What do the screens show for `Cc1cc(Cl)ccc1OCCCC(=O)N1CCCCC1`?
M. tuberculosis GlmU: 2.8%; RmlCD inh 1536: 10.3

Results for COc1ccnc(CSC(N)=Nc2ccccc2C(F)(F)F)c1 ?
M. tuberculosis GlmU: -5.5%; RmlCD inh 1536: 4.0

What do the screens show for `Cc1cc(C(=O)Nc2ccccc2)nn1C(C)(C)C`?
M. tuberculosis GlmU: 1.0%; RmlCD inh 1536: -5.5

How did COC(=O)C1=C(C(=O)OC)N2C=CC=CC2(C)C(C(=O)OC)=C1C(=O)OC (stereo unspecified) do in these assays?
M. tuberculosis GlmU: -6.2%

Results for O=C(Nc1ccc2c(c1)OCO2)c1cc(-c2cccnc2)nc2ccccc12 ?
M. tuberculosis GlmU: 2.2%; RmlCD inh 1536: -3.6

How did CCCCNS(=O)(=O)c1ccc(NC(=O)C2CCCO2)cc1 (stereo unspecified) do in these assays?
M. tuberculosis GlmU: -1.7%; RmlCD inh 1536: -5.8

What do the screens show for `O=C(Nc1cc(Cl)ccc1O)C1CCCO1` (stereo unspecified)?
M. tuberculosis GlmU: 7.4%; RmlCD inh 1536: 7.9

What do the screens show for `O=C(CCCCCN1C(=O)CCC1=O)Nc1ccc2c(c1)OCO2`?
M. tuberculosis GlmU: 0.4%; RmlCD inh 1536: 1.1

How did O=C(O)c1cc(Br)ccc1NN=C1CCCCC1 do in these assays?
M. tuberculosis GlmU: 8.1%; RmlCD inh 1536: 5.4

What do the screens show for `Cc1ccc(N=C2NC(=O)/C(=C/c3cn(C)c4ccccc34)S2)cc1C`?
M. tuberculosis GlmU: -9.7%

What do the screens show for `CNC(=S)N/N=C/c1ccc2c(c1)OCCO2`?
M. tuberculosis GlmU: -1.0%

How did COc1ccc(/C=C/C(=O)Nc2ccc(OC)cc2[N+](=O)[O-])cc1 do in these assays?
M. tuberculosis GlmU: -10.0%; RmlCD inh 1536: 31.5

What do the screens show for `CN(C)CCn1c2ccccc2c2nc3ccc([N+](=O)[O-])cc3cc21`?
M. tuberculosis GlmU: -2.8%; RmlCD inh 1536: -10.8

How did COc1ccccc1NC(=O)C(CCS(C)(=O)=O)N1C(=O)c2ccccc2C1=O (stereo unspecified) do in these assays?
RmlCD inh 1536: 7.3

What do the screens show for `O=C(NNS(=O)(=O)c1ccccc1[N+](=O)[O-])c1cccnc1`?
M. tuberculosis GlmU: 1.7%; RmlCD inh 1536: 15.3

Results for COc1ccc2c(CC(=O)OCC(=O)N3CCc4ccccc43)coc2c1 ?
M. tuberculosis GlmU: 2.5%; RmlCD inh 1536: -9.7

Results for CC12CCC(C/C1=N\N=C1\NC(=O)/C(=C\c3cccc(Br)c3)S1)C2(C)C (stereo unspecified) ?
M. tuberculosis GlmU: -1.7%

Results for O=C(CNc1ccc2ccccc2c1)N/N=C/c1ccc([N+](=O)[O-])o1 ?
M. tuberculosis GlmU: -1.1%; RmlCD inh 1536: 14.0

Results for CSc1nnc(C)c(/C=C/Nc2ccc(F)cc2F)n1 ?
M. tuberculosis GlmU: -4.1%; RmlCD inh 1536: 2.1

Results for CCOc1ccc(C(=O)NC(=S)Nc2cccc(S(=O)(=O)NC3=NCCC3)c2)cc1 ?
M. tuberculosis GlmU: 1.7%; RmlCD inh 1536: -12.8

Results for COc1cc(C2C3=C(CC(C)(C)CC3=O)NC3=C2C(=O)c2ccccc23)ccc1O (stereo unspecified) ?
M. tuberculosis GlmU: 1.5%

How did COc1ccc(NC(=O)CSCc2ccccc2C)cc1 do in these assays?
M. tuberculosis GlmU: -0.1%; RmlCD inh 1536: -13.0

Quoted from the results shown, 2 compounds:
Results for CCOc1ccc(C(=O)NC(=S)Nc2cccc(S(=O)(=O)NC3=NCCC3)c2)cc1 ?
M. tuberculosis GlmU: 1.7%; RmlCD inh 1536: -12.8

Results for COc1cc(C2C3=C(CC(C)(C)CC3=O)NC3=C2C(=O)c2ccccc23)ccc1O (stereo unspecified) ?
M. tuberculosis GlmU: 1.5%

Next compounds.
Results for CCOc1ccc(CCNC(=O)C2=C(C)C(=O)OC23CCCCC3)cc1OCC ?
M. tuberculosis GlmU: 2.9%; RmlCD inh 1536: 3.6

How did CC(Sc1nnc(NCc2ccccc2)s1)C(=O)Nc1ccc2c(c1)C(=O)c1ccccc1C2=O (stereo unspecified) do in these assays?
M. tuberculosis GlmU: -4.6%; RmlCD inh 1536: 6.3

Results for Cc1ccc(N=C2NC(=O)CC(C(=O)Nc3ccc4c(c3)OCO4)S2)cc1 (stereo unspecified) ?
M. tuberculosis GlmU: 0.8%; RmlCD inh 1536: 1.2

What do the screens show for `Cc1ccc(NC(=O)C2C3CCCC2C3c2ccccc2)c(C)c1` (stereo unspecified)?
M. tuberculosis GlmU: -1.2%; RmlCD inh 1536: -6.0

Results for Cc1ccccc1OCC(=O)Nc1sc2c(c1C#N)CCC2 ?
M. tuberculosis GlmU: 1.8%; RmlCD inh 1536: -15.4

Results for O=c1cccc2n1CC1CC2CN(c2ncnc3c2cnn3-c2ccccc2)C1 (stereo unspecified) ?
M. tuberculosis GlmU: -2.7%; RmlCD inh 1536: -0.1

Results for CN(/N=C/c1ccco1)C1=NS(=O)(=O)c2ccccc21 ?
M. tuberculosis GlmU: -3.0%; RmlCD inh 1536: -12.0

What do the screens show for `COc1ccc(OCCn2c(=N)n(CCO)c3ccccc32)cc1`?
M. tuberculosis GlmU: -0.9%

What do the screens show for `N#Cc1nc(COc2ccccc2Cl)oc1N1CCCC1`?
M. tuberculosis GlmU: 1.8%; RmlCD inh 1536: 12.8

How did O=C1COc2ccc(C(=O)CCl)cc2N1 do in these assays?
M. tuberculosis GlmU: 6.2%; RmlCD inh 1536: 0.1

Results for CC1(C)CC(=O)c2sc(NS(=O)(=O)c3ccc(Br)cc3)nc2C1 ?
M. tuberculosis GlmU: -0.6%; RmlCD inh 1536: 5.0

What do the screens show for `Cc1cc2c(cc1S(=O)(=O)Nc1cccc(F)c1C)NC(=O)CO2`?
M. tuberculosis GlmU: -7.1%; RmlCD inh 1536: 9.4

How did O=C(Nc1ccc(Cl)cc1Cl)NC1CCCC1 do in these assays?
M. tuberculosis GlmU: -3.6%; RmlCD inh 1536: 5.3

Results for Cc1cc(C)c2c(n1)nn1c(N3CCN(c4ccccc4)CC3)cc(C)nc21 ?
M. tuberculosis GlmU: 0.6%

How did CC(=O)c1ccc(OC(=O)c2cccs2)cc1 do in these assays?
M. tuberculosis GlmU: 8.3%; RmlCD inh 1536: -13.2

What do the screens show for `c1ccc(-c2nc(Sc3ncnc4c3cnn4-c3ccccc3)n[nH]2)cc1`?
RmlCD inh 1536: -0.8

What do the screens show for `COC(=O)C1=C(CN2CCN(C)CC2)NC(=O)NC1c1cc(C)ccc1C` (stereo unspecified)?
M. tuberculosis GlmU: -3.7%; RmlCD inh 1536: -48.4

What do the screens show for `CC(C)=CC(=O)OCc1cc([N+](=O)[O-])cc2c1OCOC2`?
M. tuberculosis GlmU: -1.1%; RmlCD inh 1536: 8.8

Results for O=C1OC2(CCCC2)OC(=O)C1=Cc1c[nH]c2ccccc12 ?
M. tuberculosis GlmU: 0.5%; RmlCD inh 1536: -13.1

What do the screens show for `COC(=O)[C@H](C)NC(=O)Nc1cc(OC)ccc1OC`?
M. tuberculosis GlmU: 2.0%; RmlCD inh 1536: 6.6

What do the screens show for `Cc1ccccc1SCC(=O)OCC(=O)Nc1ccc(N(C)C)cc1`?
M. tuberculosis GlmU: 1.0%; RmlCD inh 1536: -7.2

Results for O=C(CCCn1c(=O)c2sccc2n(CC(=O)NCC2CCCO2)c1=O)NCc1ccco1 (stereo unspecified) ?
M. tuberculosis GlmU: -3.4%; RmlCD inh 1536: 11.3

Results for O=C(OCC(=O)N1CCN(C(=O)c2ccco2)CC1)c1ccccc1Cc1ccccc1 ?
M. tuberculosis GlmU: 2.2%

Results for CC1=CC(C)(C)NC(=S)N1c1ccc(C)cc1C ?
M. tuberculosis GlmU: 7.1%; RmlCD inh 1536: 6.1

Results for Cc1ccc(S(=O)(=O)/N=C/N(C)C)cc1 ?
M. tuberculosis GlmU: -1.3%

How did O=C(c1c(Cl)cccc1Cl)N1CCN(c2ccccn2)CC1 do in these assays?
M. tuberculosis GlmU: -5.4%; RmlCD inh 1536: 10.4

By substructure: the entries above containing a nitro group on carbon (8)
How did CC(C)NC(=O)c1ccccc1NC(=O)Cc1ccc([N+](=O)[O-])cc1 do in these assays?
M. tuberculosis GlmU: -3.7%; RmlCD inh 1536: 5.7

Results for Cc1ccc2nc(/C(C#N)=C\c3ccc(Oc4ccc(C(F)(F)F)cc4[N+](=O)[O-])cc3)[nH]c2c1 ?
M. tuberculosis GlmU: 4.8%; RmlCD inh 1536: 6.0

What do the screens show for `COc1cc(NC(=O)c2ccc([N+](=O)[O-])cc2)c(OC)cc1NC(=O)CC(C)C`?
M. tuberculosis GlmU: 5.1%; RmlCD inh 1536: -5.7

How did COc1ccc(/C=C/C(=O)Nc2ccc(OC)cc2[N+](=O)[O-])cc1 do in these assays?
M. tuberculosis GlmU: -10.0%; RmlCD inh 1536: 31.5

What do the screens show for `CN(C)CCn1c2ccccc2c2nc3ccc([N+](=O)[O-])cc3cc21`?
M. tuberculosis GlmU: -2.8%; RmlCD inh 1536: -10.8

What do the screens show for `O=C(NNS(=O)(=O)c1ccccc1[N+](=O)[O-])c1cccnc1`?
M. tuberculosis GlmU: 1.7%; RmlCD inh 1536: 15.3

Results for O=C(CNc1ccc2ccccc2c1)N/N=C/c1ccc([N+](=O)[O-])o1 ?
M. tuberculosis GlmU: -1.1%; RmlCD inh 1536: 14.0

What do the screens show for `CC(C)=CC(=O)OCc1cc([N+](=O)[O-])cc2c1OCOC2`?
M. tuberculosis GlmU: -1.1%; RmlCD inh 1536: 8.8

An excerpt. The share of hits here may be higher or lower than overall.
